# Source: PubChem BioAssay (National Center for Advancing Translational Sciences (NCATS))
# D2 antagonist: antagonizes the human D2 dopamine receptor; HEK293 TREx D2 cells, calcium flux, dopamine EC80; 340,000 compounds, 2% hits; inhibition, % at 10 µM; in the data active means inhibition above about 30%; further: 0% is about no effect
# Target sequence (P14416 whole entry, looked up): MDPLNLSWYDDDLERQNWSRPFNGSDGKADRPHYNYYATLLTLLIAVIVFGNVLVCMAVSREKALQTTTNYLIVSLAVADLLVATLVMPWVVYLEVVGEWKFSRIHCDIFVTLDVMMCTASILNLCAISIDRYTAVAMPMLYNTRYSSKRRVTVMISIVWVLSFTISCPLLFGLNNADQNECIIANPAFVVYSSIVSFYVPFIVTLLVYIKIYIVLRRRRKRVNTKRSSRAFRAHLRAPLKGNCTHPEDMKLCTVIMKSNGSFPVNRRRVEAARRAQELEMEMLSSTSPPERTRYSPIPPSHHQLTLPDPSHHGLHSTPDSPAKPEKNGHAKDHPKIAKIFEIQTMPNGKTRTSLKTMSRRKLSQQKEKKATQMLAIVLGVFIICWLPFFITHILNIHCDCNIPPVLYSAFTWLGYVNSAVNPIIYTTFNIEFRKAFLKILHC
#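 Overnight-induced (tetracycline, 30 C) HEK293 T-REx cells carrying force-coupled D2 receive a no-wash calcium dye, then compound, then EC80 dopamine at 180 s; signals are read kinetically throughout.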
# D1 antag: antagonists of human D1 dopamine receptor. activity change, negative = inhibition, % at 10 µM. HEK293 TREx D1 cells, calcium flux, dopamine EC80; active compounds read low. 360,000 compounds, 3.2% hits; in the data active means activity change below about -30%; further: on the % scale 0 is the no-effect control and ±100 the full control effect
#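 Allosteric or orthosteric antagonism assessed as attenuation of the calcium response to EC80 dopamine, added 180 s after compound, in induced HEK293 Trex D1 cells loaded with no-wash calcium dye.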
# RXFP1 antag: RXFP1 (human) relaxin receptor antagonism; Q9HBX9; HEK293-RXFP1, relaxin-stimulated cAMP HTRF, 30 min; active compounds read low; activity change, negative = inhibition, % at 57.5 µM; 350,000 compounds, 0.59% hits;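 active means activity change of -60% or lower, but not beyond a set lower limit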; further: on the % scale 0 is the no-effect control and ±100 the full control effect
# TRHR agonist: agonists of human TRH receptor; TRHR cells, calcium flux fluo-8, FDSS agonist mode; P34981; activation, % at 2 µM; 360,000 compounds, 0.18% hits; further: 0% is about no effect
# Target sequence (P34981 whole entry, looked up): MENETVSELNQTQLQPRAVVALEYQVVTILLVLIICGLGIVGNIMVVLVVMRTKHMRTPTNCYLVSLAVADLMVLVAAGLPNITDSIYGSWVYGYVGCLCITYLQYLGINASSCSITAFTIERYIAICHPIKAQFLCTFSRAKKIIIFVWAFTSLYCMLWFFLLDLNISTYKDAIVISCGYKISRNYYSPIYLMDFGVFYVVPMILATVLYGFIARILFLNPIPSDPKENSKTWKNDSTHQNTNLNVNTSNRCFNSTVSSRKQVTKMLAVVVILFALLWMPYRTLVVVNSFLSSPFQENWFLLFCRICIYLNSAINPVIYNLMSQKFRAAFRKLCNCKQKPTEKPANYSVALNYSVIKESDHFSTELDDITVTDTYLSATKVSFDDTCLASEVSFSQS
#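 Agonist-mode FDSS calcium read (Ex 480/Em 530, 1 s cycles) in 1536-well TRHR cells with fluo-8 dye, after 10-cycle baseline and 23 nL compound addition; TRH at EC20 (10 nM final) added afterwards for the enhancer phase.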
# D2 potentiator: positively modulates the human D2 dopamine receptor allosterically; AID 485347; 340,000 compounds, 0.34% hits; HEK293 T-REx D2, calcium flux, EC20 dopamine potentiation; potentiation, % at 10 µM;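 active means potentiation over 3 SD above the plate norm, cut at about 30% in these data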; further: 0% is about no effect
#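 Primary screen. Calcium kinetics in induced HEK293 T-REx D2 cells: compound pre-addition 180 s, EC20 dopamine, 180 s more.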
# TRHR enhancer: allosteric enhancers of human TRH receptor; 360,000 compounds, 0.66% hits; TRHR cells, fluo-8 calcium fluorescence, EC20 TRH enhancement; P34981; enhancement, % at 2 µM; in the data active means enhancement above about 30%; further: 0% is about no effect
#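 TRHR-expressing cells loaded with fluo-8 calcium dye were read kinetically (ex 480/em 530) during compound addition, then stimulated with an EC20 of TRH (10 nM final). Enhancement of the Gq-mediated intracellular calcium response was scored.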
# D2 agonist: D2 dopamine receptor (human) agonism; P14416; HEK293 T-REx D2 cells, calcium flux agonist mode; activation, % at 2 µM; 340,000 compounds, 0.53% hits; AID 485358;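 active means activation over 3 SD above normal in the single-dose calcium agonist read, cut at about 30% in these data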; further: 0% is about no effect
#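 Tetracycline-induced HEK293 Trex cells with D2 receptor force-coupled to calcium signaling, plated overnight at 30 C and loaded with no-wash calcium dye. Calcium flux read kinetically for 180 s after compound addition; responses flag agonists.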
# D1 PAM: enhances dopamine response at the human D1 receptor; 360,000 compounds, 0.036% hits; P21728; HEK293 TREx D1 cells, calcium flux, dopamine EC20 potentiation; potentiation, % at 10 µM; in the data active means potentiation above about 30%; further: 0% is about no effect
# D1 agonist: agonists of human D1 dopamine receptor | AID 504660 | activation, % at 2 µM | P21728 | HEK293 T-REx D1 cells, calcium flux, agonist mode | 360,000 compounds, 1% hits; further: 0% is about no effect
#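 Inducible HEK293 T-REx D1 cells, force-coupled to calcium signalling, were plated at 4000 cells/well with tetracycline and held overnight at 30 C. After no-wash calcium dye loading, compound-evoked calcium rise over 180 s flagged agonists.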
# An asterisk follows results filed as active; . = not tested or not shown. Unless noted, no stated cut-off is given here; in the data, active means activation above about 30%; inactive means the rest.
SMILES,D2 antagonist,D1 antag,RXFP1 antag,TRHR agonist,D2 potentiator,TRHR enhancer,D2 agonist,D1 PAM,D1 agonist
CC1(C(=O)NC23CC4CC(CC(C4)C2)C3)CC1(Cl)Cl (configuration not stated),-5,-5,6,-0.6,2,-11,-0.2,-2,3
Cc1ccc(C(=O)OC(C)CN2C(C)CCCC2C)cc1 (configuration not stated),6,8,4,-0.2,3,-4,-0.1,-8,1
Cc1c(Cl)cccc1NC(=O)CSc1nc(=O)n(Cc2cccnc2)c2c1CCC2,.,.,.,-0.3,-6,-2,-1.0,3,-3
CC1(NC(=O)c2cccc(S(=O)(=O)N3CCCc4ccccc43)c2)CCS(=O)(=O)C1 (configuration not stated),-40,-83*,-6,-0.1,-1,-4,0.5,3,1
Cc1ccc(-c2nnc(Nc3cccc(Cl)c3)c3ccccc23)cc1S(=O)(=O)N1CCCCC1,.,8,-16,0.6,-8,2,-0.9,-1,0
O=C(CSc1nc2c([nH]c3ccccc32)c(=O)n1-c1ccc(Cl)cc1)NC1CCCCC1,.,9,.,-0.5,2,-1,0.4,-5,0
CC(C)(C)NC(=O)CSc1ncccc1-c1nc2ccccc2[nH]1,0,3,15,-0.7,-10,16,0.7,-5,4
Cc1ccc(OCCNC(=O)CCNS(=O)(=O)c2ccc3ccccc3c2)cc1,2,-23,-3,0.3,2,4,0.5,9,3
COc1ccc(-n2cc(C(=O)c3cc(Cl)ccc3O)cc(C#N)c2=O)cc1,-10,-35*,-28,4.3,6,-3,2.3,-10,20
COc1cccc(N(C(=O)CNC(=O)c2ccco2)C(C(=O)NC2CCCCC2)c2cccnc2)c1 (configuration not stated),4,-1,16,-0.9,0,14,1.4,.,7

# 2 entries from above, bar-delimited:
SMILES | D2 antagonist | D1 antag | RXFP1 antag | TRHR agonist | D2 potentiator | TRHR enhancer | D2 agonist | D1 PAM | D1 agonist
Cc1c(Cl)cccc1NC(=O)CSc1nc(=O)n(Cc2cccnc2)c2c1CCC2 | . | . | . | -0.3 | -6 | -2 | -1.0 | 3 | -3
CC1(NC(=O)c2cccc(S(=O)(=O)N3CCCc4ccccc43)c2)CCS(=O)(=O)C1 (configuration not stated) | -40 | -83* | -6 | -0.1 | -1 | -4 | 0.5 | 3 | 1

# Carrying on.
SMILES,D2 antagonist,D1 antag,RXFP1 antag,TRHR agonist,D2 potentiator,TRHR enhancer,D2 agonist,D1 PAM,D1 agonist
CCNC(=O)N(C)c1nncnc1C(=O)NC,-14,-2,-6,0.2,6,-1,0.2,6,4
O=C(CN1C(=O)c2ccccc2C1=O)Nc1ccccc1C(=O)NC1CCCCC1,-10,37,-5,-0.5,-2,20,-0.6,-4,0
CCOc1ccc(CC(=O)Nc2cc(=O)n(C)c(=O)n2C)cc1,6,2,-17,0.1,1,-5,0.5,-5,2
Cc1cc(N/N=C/c2ccncc2)nc2ccccc12,-4,.,2,-0.7,-1,-4,-0.4,-4,-2
COCCNC(=O)c1c[nH]c2ccc(S(=O)(=O)Nc3ccccc3F)cc2c1=O,.,-23,-8,0.1,-10,2,.,6,1
Cc1cccc(C)c1N1C(=O)c2ccccc2C1=O,-2,-7,-3,-1.5,6,-2,-1.0,-1,1
Cc1cccc(-c2c(O)cc(=O)[nH]c2Cl)c1,0,-8,0,0.9,20,-8,0.0,-1,3
O=C(O)c1cccc(CSc2ncn[nH]2)c1,-7,2,11,0.2,-2,-7,-0.5,-6,4
COc1ccccc1N1CCN(C(=O)Cn2cnc3sc(C)c(S(=O)(=O)N4CCC(C)CC4)c3c2=O)CC1,.,-14,-13,-0.1,.,3,-0.1,0,0
Cn1c(=O)c2c(nc(CN3CCN(c4ccccc4F)CC3)n2Cc2ccccc2F)n(C)c1=O,.,8,-3,-1.4,-11,9,0.1,8,0

# Ordered by molecular weight (highest first): some entries from above.
SMILES,D2 antagonist,D1 antag,RXFP1 antag,TRHR agonist,D2 potentiator,TRHR enhancer,D2 agonist,D1 PAM,D1 agonist
COc1ccccc1N1CCN(C(=O)Cn2cnc3sc(C)c(S(=O)(=O)N4CCC(C)CC4)c3c2=O)CC1,.,-14,-13,-0.1,.,3,-0.1,0,0
COc1cccc(N(C(=O)CNC(=O)c2ccco2)C(C(=O)NC2CCCCC2)c2cccnc2)c1 (configuration not stated),4,-1,16,-0.9,0,14,1.4,.,7
Cn1c(=O)c2c(nc(CN3CCN(c4ccccc4F)CC3)n2Cc2ccccc2F)n(C)c1=O,.,8,-3,-1.4,-11,9,0.1,8,0
COCCNC(=O)c1c[nH]c2ccc(S(=O)(=O)Nc3ccccc3F)cc2c1=O,.,-23,-8,0.1,-10,2,.,6,1
Cc1ccc(OCCNC(=O)CCNS(=O)(=O)c2ccc3ccccc3c2)cc1,2,-23,-3,0.3,2,4,0.5,9,3
O=C(CN1C(=O)c2ccccc2C1=O)Nc1ccccc1C(=O)NC1CCCCC1,-10,37,-5,-0.5,-2,20,-0.6,-4,0
COc1ccc(-n2cc(C(=O)c3cc(Cl)ccc3O)cc(C#N)c2=O)cc1,-10,-35*,-28,4.3,6,-3,2.3,-10,20
CCOc1ccc(CC(=O)Nc2cc(=O)n(C)c(=O)n2C)cc1,6,2,-17,0.1,1,-5,0.5,-5,2
Cc1cc(N/N=C/c2ccncc2)nc2ccccc12,-4,.,2,-0.7,-1,-4,-0.4,-4,-2
Cc1cccc(C)c1N1C(=O)c2ccccc2C1=O,-2,-7,-3,-1.5,6,-2,-1.0,-1,1
O=C(O)c1cccc(CSc2ncn[nH]2)c1,-7,2,11,0.2,-2,-7,-0.5,-6,4

# The listing continues.
SMILES,D2 antagonist,D1 antag,RXFP1 antag,TRHR agonist,D2 potentiator,TRHR enhancer,D2 agonist,D1 PAM,D1 agonist
O=C(CCc1nc2ccccc2c(=O)[nH]1)NNC(=O)c1ccccc1Cl,.,-3,6,0.5,.,4,.,2,4
CC(C)(Oc1ccc(Cl)cc1)C(=O)N/N=C/c1cn[nH]c1-c1ccccc1,-12,1,2,-1.1,-1,2,-1.2,-1,6
O=C(COC(=O)/C=C/C(=O)N1CCN(c2ccccc2)CC1)NCc1ccc(F)cc1,-10,18,-10,0.0,-1,3,-0.2,17,1
CCOc1ccc(-c2n[nH]c(C)c2-c2ccccn2)c(O)c1,-16,-5,5,1.4,4,0,-0.9,-6,1
COc1ccc(-c2onc(C)c2C)cc1S(=O)(=O)N1c2ccccc2CC1C (configuration not stated),.,-17,-14,0.2,2,2,0.2,-4,3
O=C(NCc1ccccc1)c1ccc(CS(=O)(=O)Cc2ccccc2F)o1,-13,-14,-5,-0.2,.,4,-0.9,-4,7
O=c1c(-c2cc(-c3ccc(Cl)cc3)nc3c2COc2ccccc2-3)coc2ccccc12,.,3,.,1.5,-11,-1,-0.7,2,-1
CCOc1ccc(OCC)c(NC(=O)c2cnn(-c3ccc(F)cc3)c2-n2cccc2)c1,.,-14,.,0.6,-6,-3,0.6,-1,3
O=C(NC(Cc1ccccc1)C(=O)O)/C(=C/c1ccc([N+](=O)[O-])cc1)NC(=O)c1ccccc1Br (configuration not stated),-14,11,-6,0.6,1,-6,-0.3,2,0
CCCSc1ncc(Cl)c(C(=O)N2CCN(c3cccc(Cl)c3)CC2)n1,.,-6,-14,0.4,1,-6,-0.3,2,5
O=C(NC1CCSc2ccccc21)c1cccc(OC(F)F)c1 (configuration not stated),11,-13,-17,-0.4,-17,-9,-0.9,-9,10
O=C(Nc1ccccc1)c1ccccc1Oc1ccc(C(F)(F)F)cc1[N+](=O)[O-],6,8,-5,0.1,10,9,0.3,-4,0
O=C(N/N=C/c1cccc2ccccc12)c1ccncc1,-15,6,-11,0.8,14,2,0.9,-5,0
Cc1cc(NC(=O)Cn2nc(C(=O)O)c3ccccc3c2=O)ccc1Br,7,0,-12,1.4,2,-8,0.8,.,10
O=C(Nc1nccs1)c1nc(-c2ccccc2)n(-c2ccccc2)n1,-6,7,8,-0.1,17,2,-0.2,-7,2
O=C(Cn1nc(C(=O)O)c2ccccc2c1=O)Nc1ccc2c(c1)C(=O)c1ccccc1C2=O,-3,9,.,1.0,-3,6,-1.0,-2,3
COC(C(=O)Nc1ccnn1C1CCN(Cc2cnn(C)c2)CC1)c1ccccc1 (configuration not stated),29,5,-5,-0.6,-13,-3,0.1,-2,0
CC(=C\c1ccccc1)/C=C1/SC(=O)N(CCCC(=O)Nc2ccc(C(=O)O)cc2)C1=O,-3,7,-31,-0.3,5,3,-1.3,3,3
COC(=O)NNC(=O)c1ccc(C)cc1,.,12,2,0.0,8,3,.,-1,2
COc1ccc(CC(=O)NC(C)c2nnc(SCC(=O)Nc3ccccc3)n2C)cc1 (configuration not stated),12,2,.,-0.3,1,0,1.2,2,-1
Cn1ccc2c(OCC(=O)Nc3cc(C(F)(F)F)ccc3Cl)cccc2c1=O,.,.,.,-0.3,-8,-4,0.4,2,1
NC(=O)C1(c2ccccc2)CCCN1C(=O)c1ccccc1Br (configuration not stated),-11,-19,2,0.1,3,36*,0.3,2,2
CCc1ccccc1-n1c(SCC(=O)NC)nnc1-c1ccco1,-2,-37*,12,-0.6,2,1,-0.6,-1,10
COC(=O)c1sc2ncccc2c1OCc1cccc(Cl)c1,10,6,-6,-0.1,-4,1,-1.0,-3,0
Cc1cc(=O)[nH]c(SCCOc2cccc(C(F)(F)F)c2)n1,3,1,-18,-0.1,21,0,0.2,-2,5
CN(c1ccc(OCC(=O)OCc2nnc(-c3ccccc3)o2)cc1)S(=O)(=O)c1ccc(Cl)cc1,-22,-10,-10,1.0,-8,-4,0.0,-13,29
CC1(CCc2ccccc2)NC(=S)N(c2ccc(Cl)cc2)N1 (configuration not stated),-1,10,-5,0.2,6,2,0.3,-2,3
N=Nc1c(O)n(CC(=O)Nc2ccccc2)c2ccccc12,-12,5,6,-2.0,6,-2,-2.1,2,4
Cn1c(SCc2ccccc2)nc(C(F)(F)F)cc1=O,12,-6,-19,-3.6,-4,2,0.9,-1,2
Cc1ccc(NC(=O)CCNS(=O)(=O)c2ccccc2)cc1S(=O)(=O)N1CCOCC1,-7,-29,-1,0.2,2,-4,-1.8,-6,6
CCOC(=O)CC1NC(=O)c2ccccc21 (configuration not stated),10,2,2,0.0,-5,-1,0.2,-1,1
COc1cccc(/C=N/NC(=O)CNC(=O)/C=C\c2ccccc2)c1O,54*,-5,-4,1.5,-16,-3,0.0,4,0
CCOc1ccc(NS(=O)(=O)c2cc(C(=O)NCC3CCCO3)ccc2Cl)cc1 (configuration not stated),16,-13,2,0.0,4,22,0.0,-6,2
CCCCN(C(=O)CCC(=O)Nc1cc(C)on1)C(C(=O)NC1CCCC1)c1ccccc1C (configuration not stated),-25,3,-19,-1.2,8,-21,-1.7,-5,3
c1coc(-c2nn3c(-c4ccco4)nnc3s2)c1,1,8,6,0.6,10,-3,0.2,-1,-1
CCN1CCN(c2ncnc3scc(-c4ccc(C)cc4)c23)CC1,68*,8,-16,0.0,-27,1,70*,0,1
C=CCn1c(CCCOc2ccc(Cl)cc2Cl)nnc1SCC(=O)Nc1nccs1,4,0,-3,0.4,-4,0,1.1,-7,10

# Rows are unselected (roughly 7.3% active in at least one column).
